Assay outcomes deposited in PubChem BioAssay by several laboratories.
NPY-Y1 antag = NPY-Y1 (human) receptor antagonism; inhibition, % at 3.6 µM; HEK293-CNG Y1 cells, membrane potential fluorescence; NPY at EC95, then isoproterenol; 200,000 compounds, 1% hits;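 active = inhibition above the campaign mean inhibition of all tested compounds plus 3 SD, cut at about 20% in these data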;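 note: 0% = DMSO wells given NPY plus isoproterenol and 100% = isoproterenol alone without NPY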
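Assay system: HEK293 cells with Y1 receptor plus CNG channel | Probe or stimulus: NPY (25 nM), isoproterenol (1 µM), Ro 20-1724 (25 µM) | Timing: Compound incubation 1 h at room temperature, readout 45 min post-stimulation | Measured by: Membrane-potential fluorescent dye readout | Benchmarks: High control isoproterenol alone, low control NPY with isoproterenol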
Runt-CBFb FRET = blocks binding of human RUNX1 Runt domain to CBFb | Q01196+Q13951 | Cerulean-Runt/Venus-CBFb FRET ratio 530/480, 1 h | inhibition, % at 20 µM | 220,000 compounds, 0.46% hits;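 active = inhibition over about 50% at 20 µM in the single-dose screen, limit read from the data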;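 note: 0% = DMSO wells and 100% = excess unlabeled CBFb competitor control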
Target sequence (Q01196 whole entry, looked up, the tested form may be a part): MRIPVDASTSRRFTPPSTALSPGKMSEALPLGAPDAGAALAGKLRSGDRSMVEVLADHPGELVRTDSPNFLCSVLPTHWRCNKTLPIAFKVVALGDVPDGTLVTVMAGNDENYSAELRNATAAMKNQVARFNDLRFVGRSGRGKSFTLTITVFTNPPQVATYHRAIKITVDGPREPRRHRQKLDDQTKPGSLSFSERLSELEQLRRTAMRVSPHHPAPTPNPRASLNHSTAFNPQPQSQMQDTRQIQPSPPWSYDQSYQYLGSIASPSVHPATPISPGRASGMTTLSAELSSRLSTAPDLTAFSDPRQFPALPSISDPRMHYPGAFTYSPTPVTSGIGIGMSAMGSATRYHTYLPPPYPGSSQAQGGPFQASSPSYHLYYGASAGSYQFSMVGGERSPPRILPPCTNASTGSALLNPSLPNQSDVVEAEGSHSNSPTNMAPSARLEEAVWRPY
Target sequence (Q13951 whole entry, looked up, the tested form may be a part): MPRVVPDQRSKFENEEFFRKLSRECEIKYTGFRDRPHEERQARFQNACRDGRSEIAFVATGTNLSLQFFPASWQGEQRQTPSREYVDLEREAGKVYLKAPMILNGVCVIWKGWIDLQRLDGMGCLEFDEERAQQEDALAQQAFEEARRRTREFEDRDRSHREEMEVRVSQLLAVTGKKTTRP
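Assay system: Cerulean-tagged RUNX1 Runt domain (FRET donor) fusion protein / Amount: 100 nM each of Venus-CBFb and Cerulean-Runt domain / Medium: Tris buffer pH 7.5 with salts and BSA / Also added: Venus-CBFb 100 nM / Schedule: 1 h complex formation plus 1 h compound treatment, room temperature / Signal: FRET fluorescence / Read-out: loss of energy transfer signal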
NPY1 pot ag = potentiates or activates human NPY-Y1 receptor | NPY-Y1 expressing cells, potentiator/agonist activation | AID 1304 | P25929 | 220,000 compounds, 0.37% hits | activation, % at 3.6 µM; in the data active = activation above about 33%, passing the limit was not always enough;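 note: cells stimulated with NPY at EC10 then isoproterenol at EC100; 0% = low agonist plus stimulus and 100% = saturating agonist plus stimulus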
p97 ATPase inh = human p97 ATPase inhibition | P55072 | recombinant p97 ATPase, Kinase-Glo ATP luminescence, 3 h | inhibition, % at 8 µM | 220,000 compounds, 0.42% hits | AID 1481; in the data active = inhibition above about 15%;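 note: 0% = DMSO vehicle and 100% = wells lacking enzyme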
RBBP9 inh = blocks human serine hydrolase RBBP9. inhibition, % at 7.94 µM. recombinant RBBP9, FP-Rh probe fluorescence polarization. O75884. 220,000 compounds, 0.2% hits;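 active = inhibition above the campaign mean of all tested compounds plus 3 SD, cut at about 14% in these data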;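 note: plate controls were DMSO wells with RBBP9 for no effect and wells lacking RBBP9 protein for full effect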
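Assay system: recombinant human RBBP9; Reagent: Serine-hydrolase probe FP-Rh, 375 nM pre-mixing; Doses: 7.94 µM single dose, 0.794% DMSO; Incubation: 30 min then 45 min, 25 °C; Detection: fluorescence polarization (mP), excitation 525 nm, emission 598 nm; Evaluation: percent inhibition from mP, scaled between DMSO and no-protein wells.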
Runt-SMMHC FRET = inhibitors of human RUNX1 Runt domain binding to CBFb-SMMHC; Q01196+Q13951; Cerulean-Runt/Venus-CBFb-SMMHC FRET ratio 530/480, 1 h; inhibition, % at 20 µM; 220,000 compounds, 0.74% hits; AID 1434;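 active = mean inhibition across duplicate retests at 20 µM reaching about 50%, limit read from the data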;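 note: 0% = DMSO wells and 100% = wells with excess untagged CBFb-SMMHC; inhibitors lower the FRET ratio by blocking Runt binding to CBFb-SMMHC; some results filed as inactive read as strong as hits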
Hck Nef HTS = inhibitors of human Hck kinase activated by Nef; inhibition, % at 20 µM; Recombinant Hck-YEEI plus Nef, Z-Lyte FRET kinase assay; AID 463187; P08631; 220,000 compounds, 0.68% hits;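 active = Hck-Nef kinase inhibition above about 50%, limit read from the data; inactive = inhibition below that limit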;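 note: 0% = DMSO with Hck plus Nef and 100% = Hck alone without Nef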
MDM2 E3 inh = blocks human Mdm2 ubiquitin ligase activity. signal enhancement, % at 5 µM. cell-based MDM2 ubiquitination luciferase reporter, 2 h; 0 = plate control, 100 = twice control, blank-subtracted. Q00987. 210,000 compounds, 0.11% hits. AID 1230;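 active = signal enhancement of 30% or more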;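 note: luminescence tracks abundance of the self-degrading MDM2-luciferase fusion protein; higher signal means inhibition of MDM2 E3 ligase activity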
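Material: stable MDM2–luciferase fusion reporter cells / Quantity: 2000 cells/well / Dosing: single 5 µM compound dose, 0.2% final DMSO / Buffer or medium: DMEM / Schedule: 4 h cell settling then 2 h compound exposure, 37 °C / Detection: luminescence with SteadyLite reagent, 15 min at room temperature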
NPY2 pot ag = potentiators or agonists of human neuropeptide Y receptor Y2; P49146; cells expressing NPY-Y2, potentiator/agonist read-out; activation, % at 3.6 µM; 220,000 compounds, 0.45% hits; AID 1359; in the data active = activation above about 27%;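 note: cells stimulated with NPY near EC25 plus isoproterenol at EC100; 0% = vehicle plus submaximal agonist and 100% = vehicle plus saturating agonist; some results beyond the cut were filed as inactive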
Target sequence (P49146 whole entry, looked up): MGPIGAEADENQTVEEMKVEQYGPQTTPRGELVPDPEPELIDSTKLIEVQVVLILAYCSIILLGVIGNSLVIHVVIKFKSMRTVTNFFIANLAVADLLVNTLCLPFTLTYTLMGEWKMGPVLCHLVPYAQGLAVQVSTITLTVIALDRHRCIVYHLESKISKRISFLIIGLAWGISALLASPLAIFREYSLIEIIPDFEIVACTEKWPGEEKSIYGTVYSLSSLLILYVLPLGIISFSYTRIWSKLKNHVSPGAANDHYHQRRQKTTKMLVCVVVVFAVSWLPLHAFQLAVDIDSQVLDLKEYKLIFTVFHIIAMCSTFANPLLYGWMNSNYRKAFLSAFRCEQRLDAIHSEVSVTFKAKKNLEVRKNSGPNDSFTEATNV
* hit, by the source's call; · = not tested or not shown.

SMILES | NPY-Y1 antag | Runt-CBFb FRET | NPY1 pot ag | p97 ATPase inh | RBBP9 inh | Runt-SMMHC FRET | Hck Nef HTS | MDM2 E3 inh | NPY2 pot ag
COc1ccc(-c2nc3ccccc3c(=O)n2CCOc2ccccc2C)cc1 | 1 | -2 | 13 | -1 | -6 | 6 | 3 | 2 | -7
c1cn(C23CC4CC(CC(C4)C2)C3)cn1 | 13 | 0 | -12 | -9 | -6 | 2 | 0 | 5 | 4
Cc1ccc(C(=O)CC(=O)COc2ccc(Cl)cc2C)cc1 | -5 | 1 | 9 | 3 | 2 | 4 | 1 | 12 | -3
COc1ccccc1-c1c(C)nn2c(NCCN3CCCC3)cc(C)nc12 | 1 | 0 | -10 | 1 | -2 | 1 | 2 | -15 | -7
COc1ccc(OCCCn2cc(/C=C3/C(=N)N4C=C(C)SC4=NC3=O)c3ccccc32)cc1 | 2 | -80 | 6 | 1 | 4 | -100 | 5 | -5 | 3
CCn1c(CNC(=O)c2ccco2)nnc1SCC(=O)c1ccc(OC)cc1 | 4 | 5 | 11 | 2 | -5 | -1 | 22 | -10 | 3
Cn1c(=O)c2[nH]c(N3CCN(c4ccccc4)CC3)nc2n(C)c1=O | -4 | -2 | 8 | 1 | -2 | -2 | 11 | · | 1
CCOC(=O)C1=C(C)Nc2ccccc2N=C1NC(=O)c1ccc(Cl)c(S(=O)(=O)N2CCCC2)c1 | 7 | 0 | -1 | 1 | -13 | -3 | 3 | -19 | 3
CCC1(C)OC(=O)NN(c2ccc(C)cc2)C1(C)O (stereo unspecified) | 0 | -1 | -4 | 5 | 0 | 0 | 4 | 1 | 3
CCNC(=O)CCSc1nnc(-c2ccncc2)o1 | 7 | -2 | 8 | 4 | -3 | -2 | 15 | -8 | -2
O=C(COC(=O)CC(c1ccccc1)c1ccccc1)Nc1c(F)cccc1F | -1 | 1 | -11 | -2 | -8 | 1 | 2 | -1 | -10
O=C(Nc1ccc2c(c1)OCCO2)c1c(F)c(F)c(F)c(F)c1F | 3 | 1 | -44 | 2 | 2 | 2 | 13 | -19 | -19
COc1ccc2cc(/C=N/NC(=O)CN(c3ccccc3)S(=O)(=O)c3ccccc3)c(Cl)nc2c1 | 2 | -2 | -13 | 0 | -5 | -1 | 7 | -5 | -3
O=C(NCCN1CCCCC1)Nc1ccccc1 | 0 | 1 | 1 | -5 | -5 | -3 | -1 | -16 | -2
O=C(Nc1cccc(S(=O)(=O)Nc2ccccc2Cl)c1)c1ccc(Cl)nc1 | -6 | -1 | 8 | -1 | -8 | 1 | -65 | -14 | 2
Cc1ccc(/C=C/C(=O)O)cc1S(=O)(=O)NCc1cccnc1 | · | -1 | 11 | 5 | 12 | -3 | 20 | -8 | -6
NNc1ccc2nncn2n1 | · | 1 | 17 | 5 | 1 | 3 | 18 | -23 | 3
O=C(COc1ncnc2cc(Cl)ccc12)c1ccc2c(c1)OCCO2 | · | 1 | -12 | -2 | -3 | -1 | 12 | -11 | 3
CCn1c(CNc2cccc(Cl)c2)nnc1SCC(=O)OC1CCCCC1 | 6 | -1 | 2 | -4 | -5 | -8 | 0 | 13 | 11
C[N+](C)(C)CC/C=C1/c2ccccc2CSc2ccccc21 | 3 | -5 | -6 | 1 | -5 | 15 | 0 | · | -1
C=CCN(CC=C)C(=O)C(=O)c1ccn(-c2c(C)csc2C(=O)OC)c1 | 5 | 0 | 15 | 0 | -6 | -3 | 6 | -21 | -7
Cc1cccc(C)c1NC(=O)CS(=O)CC(=O)NC1CCN(Cc2ccccc2)CC1 (stereo unspecified) | -1 | 0 | -6 | 3 | -3 | -2 | 4 | -7 | 15
N#C/C(=C(\O)c1ccco1)c1ccccn1 | -4 | 0 | 12 | 2 | 5 | -6 | 3 | -8 | -2
CCOC(=O)c1sc(N(Cc2ccccc2)C(=O)CN2C(=O)CN(C)C2=O)nc1C | 1 | -12 | 8 | 1 | -8 | -6 | -1 | -13 | 5
COc1cc(/C=C2\N=C(c3c(-c4ccccc4)noc3C)OC2=O)ccc1OC(C)=O | 3 | 3 | 13 | 2 | -9 | -1 | 24 | -7 | 10
CCNc1nc(NCC)nc(Oc2ccc(OCc3ccccc3)nn2)n1 | 8 | -1 | 17 | -5 | -8 | 2 | 15 | -16 | -7
Cc1ccc(Nc2ccc(N3CCN(c4ccc([N+](=O)[O-])cc4)CC3)nn2)cc1 | -2 | -2 | 21 | 2 | 2 | -3 | 1 | -3 | 3
COc1ccc(OC)c(C(c2nnnn2C2CCCC2)N2CCN(c3ccc(F)cc3)CC2)c1 (stereo unspecified) | 14 | -1 | 2 | -2 | -8 | 3 | 0 | -11 | -17
COc1ccc(OC)c(C2C(C(=O)c3ccccc3)=C(C)Nc3nc4ccccc4n32)c1 (stereo unspecified) | 1 | 1 | -1 | 10 | -2 | 2 | -7 | · | -1
COc1ccc(NC(=O)C23CC4CC(C2)CC(n2cnc(Br)n2)(C4)C3)c(C)c1 | 4 | 0 | 18 | -2 | -11 | -1 | 1 | -5 | 5
O=C(O)CCCSCC(=O)Nc1ccccc1 | -2 | 1 | -1 | 2 | 6 | -2 | -1 | -32 | 6
CCOC(=O)c1cc(C)nc(N2CCCCC2)c1C#N | · | -1 | 1 | 3 | -3 | 7 | -6 | -2 | -5
Cc1sc2ncnc(OCC(=O)NC3CCS(=O)(=O)C3)c2c1C (stereo unspecified) | · | 0 | -4 | -2 | -4 | -4 | -13 | -17 | -14
Cc1cc(N2CCN(C(=O)c3ccco3)CC2)n2nc(-c3cccc(Cl)c3)cc2n1 | 2 | -2 | -2 | 8 | -2 | 1 | 3 | -16 | 5
COc1ccc(C(=O)OCC(=O)NCC2CCCCC2)cc1S(=O)(=O)N1CCCc2ccccc21 | -7 | -2 | -16 | 1 | -10 | 3 | -22 | -7 | 10
O=C(N/N=C/c1cc(Br)c(Br)o1)C(O)c1ccccc1 (stereo unspecified) | -2 | 3 | -4 | 6 | 1 | -1 | 0 | -2 | 1
CCOc1ccc2nc(SCC#N)c(C#N)cc2c1 | 0 | 3 | -13 | 1 | 0 | -8 | 1 | -15 | -4
COc1ccc(/C=C/C(=O)OCC(=O)Nc2ccc(N3CCOCC3)cc2)cc1OC | · | 1 | 2 | -4 | -9 | 0 | -10 | -9 | 0
O=C(CSc1ccc(Cl)cc1)Nc1ccccc1Oc1ccccc1 | 0 | -1 | 13 | -1 | -6 | 0 | 1 | -24 | 0
NC(=O)c1cccc2c3c([nH]c12)CCCC3 | 3 | 1 | -14 | -1 | -8 | 4 | 29 | -3 | -7
Fc1ccccc1OCCCN1CCOCC1 | -2 | -1 | -1 | 10 | 0 | -5 | 2 | -4 | 9
O=C(Nc1cccc(C(F)(F)F)c1)C12CC3CC(CC(C3)C1)C2 | 6 | 0 | -24 | -8 | -11 | 3 | 4 | · | -4
CCOC(=O)c1nccnc1C(=O)Nc1ccc(C(F)(F)F)cc1 | -4 | -2 | 8 | 2 | -7 | -4 | -5 | -1 | 9
CCOc1ccc(-n2c(C)nc3cc(C(=O)NCc4ccc5c(c4)OCO5)ccc32)cc1 | 7 | -4 | -18 | -4 | -4 | 2 | 5 | -5 | -20
Cc1cc2c(cc1C)N(C(=O)CN1C(=O)c3ccccc3C1=O)C(C)(C)c1ssc(=S)c1-2 | -3 | -1 | 6 | -6 | -3 | -26 | -1 | -15 | 13
CCOC(=O)c1oc2ccccc2c1CN1CCN(C(=O)c2ccccc2)CC1 | 7 | 0 | 1 | -1 | -4 | -2 | -1 | -12 | 11
Cc1cc([N+](=O)[O-])ccc1N=Nc1c(N)[nH]n(-c2ccccc2)c1=O | 2 | -1 | 19 | 9 | 4 | -6 | 27 | -12 | 12
O=[n+]1c2c(n([O-])c3c1CCC3)CCCC2 | -3 | 1 | 11 | 0 | 2 | 4 | -2 | -8 | 8
CCOC(=O)c1ccc(NC2c3ccccc3C(=O)N2c2ccc(C)cn2)cc1 (stereo unspecified) | -1 | 0 | 16 | -6 | -7 | 1 | 0 | -5 | -6
CC(=O)c1ccc(OCCCC(=O)OCc2nnc(-c3ccc(Cl)cc3)o2)cc1 | 5 | 0 | -2 | -6 | -12 | -3 | 0 | 5 | -5
Cc1ccc(-c2nc3ncccn3c2Nc2ccccc2C)o1 | 2 | 9 | 14 | 3 | -5 | -55 | -62 | -24 | 24
COC(=O)c1ccc(/C=N\n2c(C)nnc2C)cc1 | 6 | 2 | 0 | 1 | -2 | 1 | 2 | -11 | -8
COc1cc(C(=O)N/N=C(\C)c2ccc3c(c2)OCO3)cc(OC)c1OC | -1 | -2 | 6 | 2 | -1 | -2 | 21 | -2 | -16
S=C(NCc1ccc2c(c1)OCO2)NCc1ccc2c(c1)OCO2 | 3 | 0 | -13 | -1 | -5 | 3 | 5 | 1 | 3
CCCCC(=O)Nc1ccc2c3c(cccc13)C(=O)N2CC | -2 | -13 | -2 | 7 | -1 | -33 | 2 | -3 | 12
O=C1c2ccncc2C(=O)N1CO | 0 | 3 | -7 | 1 | -10 | -6 | 1 | -7 | -10
CCOC(=O)c1c(NC(=O)c2ccc(N3CCOCC3)c([N+](=O)[O-])c2)sc(C)c1C | -3 | 1 | 1 | 1 | 0 | -2 | 1 | -2 | 3
CCOC(=O)c1c(NC(=O)C2C3C=CC(C3)C2(C)C(=O)O)sc2c1CCCC2 (stereo unspecified) | 3 | -2 | 0 | -4 | -3 | -4 | 4 | -10 | 2
CCCCSc1nsc(NC(C)=O)n1 | 5 | 0 | 10 | -6 | -6 | 3 | -2 | -10 | 13
CCCCC1CC1C(=O)Nc1ccc(OC)c(OC)c1 (stereo unspecified) | 0 | 0 | 13 | 3 | -3 | -1 | -5 | -11 | 4
Cc1nnc(SCC(=O)NCCc2ccccc2)[nH]c1=O | 3 | · | 3 | 3 | 2 | · | 0 | · | 0
